Screens: PubChem BioAssay, several laboratories
HIV RNase H inh: blocks HIV-1 RNase H cleavage of RNA/DNA duplex; P04585; RT-RNase H RNA/DNA duplex cleavage, fluorescence; inhibition, % at 10 µM; 65,000 tested, 1.9% active; AID 565; in the data active = inhibition above about 50%
RmlC RmlD mix: RmlC/RmlD inhibition, mixture screen. RmlC/RmlD coupled enzyme inhibition, 384-well mixture HTS. inhibition, % at 5.5 µM. 110,000 tested, 0.39% active; in the data active = inhibition above about 30%, passing the limit was not always enough; note: strong numbers were not always called active
The depositor's hits bear a star; / = not tested or not shown; & = joins results of further samples.

SMILES	HIV RNase H inh	RmlC RmlD mix
CCC(=O)Nc1cccc(Oc2nc(C)cc(C)c2C#N)c1	/	3
CC(C)c1ccc(CNc2cc(N3CCCC3)ccc2[N+](=O)[O-])cc1	/	-19
O=C(O)c1cccnc1SC1CC(=O)N(c2cccc(C(F)(F)F)c2)C1=O (centres undefined)	14	3
Cc1cc(-c2nn3c(C)nnc3s2)ccc1NC(=O)C(C)(C)C	-11	126
O=C(c1cc(-c2cccc(O)c2)on1)N1CCOCC1	-4	-8
CCSc1ncc(Cl)c(C(=O)N(Cc2ccc(N(C)C)cc2)C2CCS(=O)(=O)C2)n1 (centres undefined)	-17	-4
Cc1ccc(C(CC(=O)O)Nc2nc(N3CCCCC3)nc(N3CCCCC3)n2)cc1 (centres undefined)	-11	36
CCOc1ccc(C(=O)CSc2nnc3ccccn23)cc1	/	-10
CNC(=S)N1N=C(c2ccc(Br)cc2)CC1c1ccc(Br)cc1 (centres undefined)	/	-8
CCN(CC)S(=O)(=O)c1ccc(-c2nnc(SCC(C)=O)o2)cc1	/	22
O=C1c2ccccc2C(=O)N1CCc1nn[nH]n1	-5	6
COc1ccc(-c2n[nH]c(C)c2-c2cc(OC)ccc2O)cc1	/	-7
COc1ccc(C(=O)N(CN2CCCC2=O)c2nccs2)cc1OC	-26	-2
OC(COc1cccc2ccccc12)CN1CCN(c2ccccn2)CC1 (centres undefined)	-5	3
COc1ccc(-c2noc(-c3ccc(Br)o3)n2)cc1OC	23	-7
C=CCn1c(=O)c2ccccc2n2c(SCc3cc(=O)n4ccsc4n3)nnc12	-1	14
CC(c1ccccc1)N1CNc2c(c(=O)n(C)c(=O)n2C)C1 (centres undefined)	-11	3
Cc1noc(C)c1S(=O)(=O)Nc1c(C)n(C)n(-c2ccccc2)c1=O	2	-1
c1ccc2c(CN3CCN(C4CCCCC4)CC3)c[nH]c2c1	9	3
COc1ccc(OC)c(C2=C[N+](=O)C(C)(C)C(C)(C)N2[O-])c1	-7	-5
CCOc1nc(Nc2ccc(F)cc2)nc(N2CCN(c3ccc(OC)cc3)CC2)n1	/	-20
CCNc1nc(Oc2ccc(=O)n(-c3ccccc3)n2)nc(N2CCOCC2)n1	-22	6
Cc1ccc(Cn2ccc(NC(=O)c3cc(-c4ccc(F)cc4)on3)n2)cc1	-25	3
O=C(CN1CCN(c2ccccc2)CC1)Nc1ccc(Oc2ccccc2)cc1	/	-6
CN1CCc2nc(SCC(=O)Nc3ccc(Cl)cc3)c(C#N)cc2C1	-3	-3

Remaining list, next part:
SMILES	HIV RNase H inh	RmlC RmlD mix
Cc1ccc(-c2nnn(CC(=O)N(Cc3ccccc3)C(C(=O)NC3CCCC3)c3ccncc3)n2)o1 (centres undefined)	-15	-8
CCCSc1nc2sc3c(c2c(=O)[nH]1)CCN(Cc1ccccc1)C3	/	13
C=CCN1c2ccccc2[C@]23C[C@@H](C(=O)OC)N(C(=O)OCC)C2=NC(C(=O)OC)=C(C(=O)OC)[C@H]13	/	-23
CC12CN3CC(C)(CN(C1)C3c1ccc3ccccc3c1O)C2=O (centres undefined)	-19	0
CCO[C@H]1OC(C(N)=O)=C[C@@H](c2csc3ccccc23)[C@@H]1CCCO	/	4
Cc1ccc(N=Nc2c(C)[nH][nH]c2=O)c(C)c1	/	-9
COCC(=O)Nc1nnc(C2CCCCC2)s1	-6	-13
Cc1c(NC(=O)CCCOc2ccccc2)cccc1[N+](=O)[O-]	/	-14
CN(C)S(=O)(=O)c1cc([N+](=O)[O-])ccc1N1CCCCCC1	/	-14
CN1CCN(C(=O)C2C3C=CC(C3)C2C(=O)O)CC1 (centres undefined)	0	-10
O=c1cc(CSc2nnnn2-c2ccccc2)nc(Nc2ccc(F)cc2)[nH]1	/	-2
Cc1nc(N2CCOCC2)c2oc3ccccc3c2n1	-7	-9
COc1ccc2nc(/N=C/c3c(O)n(-c4cccc(Cl)c4)c(=O)[nH]c3=O)sc2c1	/	-18
CCc1ccc(O)c(N=Cc2ccccc2O)c1	21	-6
COCCN(Cc1ccccc1)P(=O)(O)c1ccccc1OCC(=O)O	3	4
Cc1cccc(N(C2C=CS(=O)(=O)C2)S(=O)(=O)c2ccccc2)c1 (centres undefined)	-6	-16
CCOc1ccc(NS(=O)(=O)c2ccc(SC)cc2)cc1	-1	-11
CCn1c(SCC(=O)c2ccccc2)nnc1-c1cc2cc(Br)ccc2o1	16	10
CC(=O)NC(Cc1c[nH]c2ccccc12)C(=O)OCC(=O)Nc1ccc2c(c1)OCO2 (centres undefined)	4	11
CC(=O)c1ccc(-n2nnnc2SCC(=O)NNC(=O)c2ccco2)cc1	/	-5
Cc1ccc(SCc2cc(=O)[nH]c(N3CCN(Cc4ccc5c(c4)OCO5)CC3)n2)cc1	-19	-18
CC1CC(C)CN(C(=O)CSc2nnc(CSc3ncccn3)n2C)C1 (centres undefined)	/	-8
Cc1cc(C)c(NC(=O)c2cc3c(nc4sccn43)s2)c(C)c1	6	-3
Cc1c(NC(=O)N2CCCCCC2)c(=O)n(-c2ccccc2)n1C	15	-8
Cc1nn(C(C)C(=O)NNC(=S)Nc2ccc(F)cc2)c(C)c1[N+](=O)[O-] (centres undefined)	/	-10

Gathered by group, the compounds so far containing a cyano group (2)
SMILES	HIV RNase H inh	RmlC RmlD mix
CCC(=O)Nc1cccc(Oc2nc(C)cc(C)c2C#N)c1	/	3
CN1CCc2nc(SCC(=O)Nc3ccc(Cl)cc3)c(C#N)cc2C1	-3	-3

Structures from the list above containing an aryl methoxy group:
SMILES	HIV RNase H inh	RmlC RmlD mix
COc1ccc(-c2n[nH]c(C)c2-c2cc(OC)ccc2O)cc1	/	-7
COc1ccc(C(=O)N(CN2CCCC2=O)c2nccs2)cc1OC	-26	-2
COc1ccc(-c2noc(-c3ccc(Br)o3)n2)cc1OC	23	-7
COc1ccc(OC)c(C2=C[N+](=O)C(C)(C)C(C)(C)N2[O-])c1	-7	-5
CCOc1nc(Nc2ccc(F)cc2)nc(N2CCN(c3ccc(OC)cc3)CC2)n1	/	-20
COc1ccc2nc(/N=C/c3c(O)n(-c4cccc(Cl)c4)c(=O)[nH]c3=O)sc2c1	/	-18

Carrying on.
SMILES	HIV RNase H inh	RmlC RmlD mix
Cc1ccc2nc(NC(=O)CN3CCOCC3)sc2c1	-15	-1
COc1ccccc1-c1nc(-c2ccc(Br)o2)no1	/	-6
Cn1c(C(=O)N2CCCC(C(=O)NCCc3ccccc3)C2)cc2sccc21 (centres undefined)	3	3
CC(C)N=C(NC#N)SCc1ccc(Br)cc1	/	-10
CCCC(=O)OCCNC(=O)c1cc2ccccc2oc1=O	24	2
COC(=O)c1c(C)cc(O)cc1O	/	18
COc1ccc(Nc2nc(C)cc(C)c2C#N)cc1	-9	-5
Cc1ccc(N2C(=O)CC(=O)NC2=O)cc1	-14	11
Cc1ccc(-c2nnc(-n3nnc4ccccc43)c3ccccc23)cc1	/	12
COc1ccc(C2C(C#N)=C(N)N(c3cccnc3)C3=C2C(=O)CCC3)cc1Cn1cc([N+](=O)[O-])cn1 (centres undefined)	/	-7
CCCCOCC(O)CN1CCN(C(C)=O)CC1 (centres undefined)	-5	94
O=C(c1ccc(CNc2c(N3CCOCC3)c(=O)c2=O)cc1)N1CC=C(c2ccccc2)CC1	-9	4
COc1ccc(C(=O)CSc2nnc(-c3ccco3)n2C)cc1	18	-2
CCC(C)N(CCNC(=O)CC1Oc2ccc(C)cc2NC1=O)C1CCCCC1 (centres undefined)	-6	-12
COC(=O)c1ccc(Oc2nc(C)cc(Oc3ccccc3)n2)cc1	-13	/
CCOC(=O)c1cnc2c(C(=O)OC)cccc2c1NCCN1CCOCC1	-4	-11
CCn1c(=S)[nH]c2cc(S(=O)(=O)N3CCCCC3)ccc21	/	6
CNc1nc(SCc2ccc(C)cc2)nc2c1CCCC2	/	0
CCOC(=O)c1[nH]c(C)c(C(=O)NCc2ccc(C)cc2)c1C	-7	-10
COc1ccc(OC)c(NC(=O)Cc2nn(C)c(=O)c3ccccc23)c1	-8	-7
NC(=O)CN1CCCC1=O	/	6
O=C(CSc1nnc2scc(-c3ccc(F)cc3)n12)NCc1ccco1	-16	-10
CC(=O)Nc1cccc(-c2nc3ccccc3c(=O)o2)c1	-10	-15
CC1(C)CC(=O)C(C(=O)/C=C/NCCc2ccccc2)C(=O)C1	/	4
COc1ccc(CNC(=O)c2c(C)cc(=O)oc2C)cc1OC	-2	-5

Retrieved by compound from the entries so far:
SMILES	HIV RNase H inh	RmlC RmlD mix
O=C(CN1CCN(c2ccccc2)CC1)Nc1ccc(Oc2ccccc2)cc1	/	-6
CCOc1ccc(NS(=O)(=O)c2ccc(SC)cc2)cc1	-1	-11
CC(=O)Nc1cccc(-c2nc3ccccc3c(=O)o2)c1	-10	-15
Cc1ccc2nc(NC(=O)CN3CCOCC3)sc2c1	-15	-1
Cc1noc(C)c1S(=O)(=O)Nc1c(C)n(C)n(-c2ccccc2)c1=O	2	-1
CCOc1ccc(C(=O)CSc2nnc3ccccn23)cc1	/	-10

(next part)
SMILES	HIV RNase H inh	RmlC RmlD mix
CCOC(=O)C1CCN(C(=O)Nc2ccc(Cl)cc2Cl)CC1	-4	/
COc1ccc(-n2nnc3c(=O)n(Cc4cccc(C)c4)cnc32)cc1	-4	0
COc1ccc(N2C(=O)C3CCCN3C2c2cccc(OC)c2)cc1 (centres undefined)	-6	-9
O=C(CSC1=NCCS1)N1CCOCC1	2	/
CCN(CC)CC(=O)c1c[nH]c2ccc(OC)cc12	/	4
NC(=O)C1CNc2ccccc2O1 (centres undefined)	/	-18
COC(=O)c1ccc(C2=NOC(C)(c3nnc(-c4cccc(Cl)c4)o3)C2)cc1 (centres undefined)	/	-2
CCn1c(C)nc2cc(C(=O)n3cc(C(=O)c4cc(F)ccc4O)cn3)ccc21	3	/
O=[N+]([O-])c1ccc(Cl)c(/C=N/N2CCN(C3c4ccccc4-c4ccccc43)CC2)c1	/	-12
O=C(CSc1nnc(-c2cccnc2)n1Cc1ccco1)Nc1nc(-c2ccc(F)cc2)cs1	2	11
CCN1C(=O)N[C@@H](c2cccs2)C(C(C)=O)=C1C	/	-17
CCCc1nc2ccccc2c(=O)n1/N=C/c1c(C)[nH]n(-c2ccc(C)cc2)c1=O	13	-1
CCc1ccc(/C=C/C(=O)C2C(=O)c3ccccc3C2=O)cc1	/	-5
Cc1oc(-c2ccc(Cl)cc2)nc1CN1CCCC(C(=O)N2CCc3ccccc32)C1 (centres undefined)	4	/
Clc1cc2c(c(Cn3cnc4ccccc43)c1)OCOC2	-97	-8
Cc1cc(NC(=O)COC(=O)c2c(C)nn(Cc3ccccc3)c2Cl)no1	4	7
O=C(CN(CC1CCCO1)C(=O)CNS(=O)(=O)c1ccc(Cl)cc1)NCCc1ccccc1 (centres undefined)	/	-21
COc1c[nH]n(C2CCCCC2)c(=O)c1=O	4	-12
CCCCCCc1cc2cc(-c3nnc(-c4ccccc4)o3)c(=O)oc2cc1O	/	60
Cc1cccc(C(=O)OCc2cc3ccccc3[nH]c2=O)c1	-35	-7
CC(=O)NC(c1ccccc1)c1nc2ccccc2[nH]1 (centres undefined)	7	-13
Clc1ccc(-n2ncc3c(NCCCn4ccnc4)ncnc32)cc1	-2	-1
COC(=O)CSc1snnc1-c1ccc(Cl)cc1Cl	/	-11
COc1ccccc1NC(=O)c1nn(-c2ccccc2)ccc1=O	/	10
CCCc1cc(=O)[nH]c(SCC(=O)N2CCN(S(=O)(=O)c3ccc(C)cc3)C2)n1	-12	-12

Continued.
SMILES	HIV RNase H inh	RmlC RmlD mix
COC(=O)c1sc2ccccc2c1N	54*	-5
CSc1ccc(C2C(C#N)=C(N)N(c3ccccc3)C3=C2C(=O)CCC3)cc1 (centres undefined)	2	-4
Cn1c(=O)[nH]c(=O)c2c1nc(N1CCNCC1)n2Cc1cccc2ccccc12	-7	-58
CCCCNC(=O)CN1CCC2(O)CCCCC2C1c1ccccc1OC (centres undefined)	7	6
COC(=O)c1ccc(CSc2ncnc3ccccc23)o1	-65	-13
CCOC(=O)N1CCN(CC(=O)Nc2ccc(C)c(Br)c2)CC1	-13	/
CCOC(=O)c1ccc2nc(NC(NC(C)=O)(C(=O)OC)C(F)(F)F)sc2c1 (centres undefined)	-8	-1
Cc1cccc(NC(=O)CC(C)(C)C)c1	-4	8
CCN(C(=O)c1cc2cc3ccc(C)cc3nc2o1)c1ccc(OC)cc1	-4	-37
CCN1C(=O)c2cccc3c(S(=O)(=O)NC(Cc4c[nH]c5ccccc45)C(=O)O)ccc1c23 (centres undefined)	2	-20
COc1ccc(SCCN2CCN(CC(C)C)CCC2=O)cc1	/	9
CCOC(=O)COn1c(=O)c(-c2ccc(OC)c(OC)c2)[n+]([O-])c2ccccc21	-5	4
Cc1cc(NC2C3CC4CC(C3)CC2C4)n2ncnc2n1 (centres undefined)	-7	-15
NC(=O)c1cc(N)ccc1N1CCCC1	-3	8
COc1ccc(CCNC(=O)C2CCCN(Cc3nc(-c4cccc(Cl)c4)oc3C)C2)cc1OC (centres undefined)	8	-15
CC1SCCN1S(=O)(=O)c1ccc2ccccc2c1 (centres undefined)	/	-12
CCOC(=O)c1c(CN2CCOCC2)n(C)c2cc(Br)c(O)c(CN(C)C)c12	6&22	9&-11
COc1cccc(N(CC(=O)NCCSc2ccccc2)S(C)(=O)=O)c1	-34	-26
Cn1c(Cc2csc(N)n2)nnc1SCC(=O)NC1CCCCC1	-7	-3
O=C(c1ccc(S(=O)(=O)N2CCOCC2)cc1)N1CCN(c2ccccc2F)CC1	-2	-6
Cc1noc(C)c1C(=O)Nc1nnc(-c2ccccc2)s1	-9	/
O=C(CS(=O)(=O)c1cn(Cc2ccc(F)cc2)c2ccccc12)N1CCCCC1	-6	-12
COc1cccc(Cn2c(NCc3cccnc3)nc3c2c(=O)n(C)c(=O)n3C)c1	/	-5
O=C(Cn1c(C(=O)N2CCN(C3CCCCC3)CC2)cc2sccc21)c1ccccc1	4	-8
COc1ccc(C2C(=O)N(CCc3ccccc3)CC(=O)N2C2CCCC2)cc1 (centres undefined)	-12	4
CC(C)Oc1ccccc1C1Nc2ccccc2C(=O)N1c1ccc2c(c1)OCCO2 (centres undefined)	/	-11

A portion of the library; the hit share may differ from the screen's.
